LDHA block = LDHA (human) enzyme inhibition. P00338. purified LDHA, NADH/diaphorase-resazurin fluorescence; stronger effect = lower value. activity change, % (values are at about 110 or 230 µM). 0.15% of 480,000 active; in the data active = activity change below about -30%; inconclusive = mostly about -25% to -30%;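 also: plate controls were DMSO wells for no effect and wells without enzyme for full effect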
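Human LDH5 at 2 nM final in Tris HCl pH 7.4 with 0.06 mM NADH and 0.2 mM pyruvate, reacted 5 minutes at room temperature. Remaining NADH coupled via diaphorase/resazurin; resorufin fluorescence read at 0 and 20 minutes, normalized to enzyme-free and DMSO wells.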
POLI inh = DNA polymerase iota (human) inhibition; Q9UNA4; Pol iota fluorescent replication assay, 10 min; Potency, µM (doses to about 115 µM), for inactives: top-dose activity, negative = inhibition, most hits filed as inhibitors; 1% of 390,000 active; also: potency is read from the fitted curve at half-maximal effect
Target sequence (Q9UNA4 whole entry, looked up): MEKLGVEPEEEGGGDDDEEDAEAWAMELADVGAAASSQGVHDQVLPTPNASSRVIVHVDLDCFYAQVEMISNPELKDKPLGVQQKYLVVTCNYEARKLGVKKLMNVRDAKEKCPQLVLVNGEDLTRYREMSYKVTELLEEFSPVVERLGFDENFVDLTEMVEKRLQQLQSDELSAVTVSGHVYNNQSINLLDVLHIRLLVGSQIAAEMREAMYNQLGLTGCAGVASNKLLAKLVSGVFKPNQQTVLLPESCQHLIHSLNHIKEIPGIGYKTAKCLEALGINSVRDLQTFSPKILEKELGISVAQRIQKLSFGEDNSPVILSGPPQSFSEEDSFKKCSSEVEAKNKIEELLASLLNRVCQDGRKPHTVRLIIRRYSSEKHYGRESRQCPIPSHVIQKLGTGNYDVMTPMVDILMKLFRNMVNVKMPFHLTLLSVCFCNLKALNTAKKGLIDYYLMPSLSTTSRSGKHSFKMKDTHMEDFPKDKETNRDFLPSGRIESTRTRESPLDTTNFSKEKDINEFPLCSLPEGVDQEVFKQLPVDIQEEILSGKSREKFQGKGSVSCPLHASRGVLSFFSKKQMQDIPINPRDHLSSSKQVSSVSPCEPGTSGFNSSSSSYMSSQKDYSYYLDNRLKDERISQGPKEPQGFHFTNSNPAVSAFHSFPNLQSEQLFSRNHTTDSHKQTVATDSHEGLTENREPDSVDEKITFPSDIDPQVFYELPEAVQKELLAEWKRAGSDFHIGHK
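Fluorescent replication assay read twice, at 0 min and 10 min after adding 50 nM (final) substrate. Enzyme (10 nM) and compounds were first incubated 15 min at room temperature; enzyme-free buffer wells were negative controls.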
Pol eta inh = DNA polymerase eta (human) inhibition | AID 588591 | 1.2% of 390,000 active | recombinant Pol eta, fluorescent DNA replication assay | Q9Y253 | Potency, µM (titrated, usually from 114 µM), for the others: at the highest dose activity change, negative = inhibition, most hits filed as inhibitors; also: potency is read from the fitted curve at half-maximal effect; % is scaled to controls: 0 for no effect and ±100 for the full control effect
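Pol eta (10 nM) was preincubated with compounds for 15 min at room temperature, after which fluorescent replication substrate (50 nM final) was added to start the reaction. Fluorescence was read kinetically at 0 and 10 min.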
BLM helicase inh = inhibitors of human Bloom syndrome helicase BLM; recombinant BLM DNA unwinding, fluorescence dequenching; 0.2% of 350,000 active; Potency, µM (highest dose often 56.1 µM), inactives show top-dose activity change, negative = inhibition, hits mostly inhibitors; P54132;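 also: potency is read from the fitted curve at half-maximal effect; plate controls were vehicle for no effect and no enzyme for full effect; nearly all actives have a fitted effect of over 35% in size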
APEX1 inh = inhibitors of human APE1 endonuclease; P27695; recombinant APE1, TAMRA/BHQ-2 abasic DNA cleavage fluorescence; Potency, µM (highest dose often 65.8 µM), without a hit: at the top dose activity change, negative = inhibition, actives largely listed as inhibitors; 0.35% of 350,000 active;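 also: potency is read from the fitted curve at half-maximal effect; plate controls were vehicle for no effect and reference inhibitor for full effect; nearly all actives have a fitted effect of over 55% in size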
Target sequence (P27695 whole entry, looked up): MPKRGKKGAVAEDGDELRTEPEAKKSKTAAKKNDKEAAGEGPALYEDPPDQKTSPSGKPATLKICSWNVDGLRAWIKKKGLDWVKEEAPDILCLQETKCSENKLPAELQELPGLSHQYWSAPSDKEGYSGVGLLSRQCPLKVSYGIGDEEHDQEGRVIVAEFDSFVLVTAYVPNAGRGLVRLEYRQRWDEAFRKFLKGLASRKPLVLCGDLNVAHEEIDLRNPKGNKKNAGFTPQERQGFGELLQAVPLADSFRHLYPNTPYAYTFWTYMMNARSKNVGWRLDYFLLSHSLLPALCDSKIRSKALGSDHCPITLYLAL
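APE1 at 0.75 nM preincubated 15 min at room temperature with compound. Reaction then started with 50 nM double-stranded THF-abasic substrate labelled with TAMRA/BHQ-2, and 525/598 nm fluorescence read kinetically. Activity taken as third-minus-first read difference, normalized to DMSO and NSC13755 controls.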
Glioma ERSR ind = ER stress response induction in glioma | U87-MG GRP78 promoter luciferase reporter, 16 h | Potency, µM, inactives show at the top dose activation, hits mostly activators | 0.02% of 420,000 active | AID 602332; also: potency is read from the fitted curve at half-maximal effect; series mostly up to about 76 µM; % of control where 0% means no effect; nearly all actives have a fitted effect of over 35% in size
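ERSR induction read as luciferase luminescence (Bright-Glo, 10 min at room temperature) in stably transfected human U87-MG glioma cells exposed to compounds for 16 h, using GRP78 as sensor.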
Pol beta inh = blocks human DNA polymerase beta activity | Potency, µM (top dose mostly 114 µM), inactives show at the highest dose activity change, negative = inhibition, usual class: inhibitors | 1.3% of 340,000 active | Pol beta primer extension/strand displacement, fluorescence kinetic | P06746; also: potency is read from the fitted curve at half-maximal effect; % is scaled to controls: 0 for no effect and ±100 for the full control effect
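10 nM enzyme + cpd, 15 min RT; start with substrate 50 nM final; read 0 min and after 10 min RT. Corrected, normalized data; 4-parameter Hill curve fit.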
Pol kappa inh = inhibitors of human DNA polymerase kappa; purified Pol kappa, fluorescent DNA synthesis assay, 10 min; Potency, µM (highest dose often 107 µM), for inactives: top-dose activity, negative = inhibition, most hits filed as inhibitors; AID 588579; 0.53% of 400,000 active; also: potency is read from the fitted curve at half-maximal effect; % is scaled to controls: 0 for no effect and ±100 for the full control effect
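Kinetic fluorescence screen: compound preincubated 15 min RT with 10 nM enzyme; 50 nM substrate (final) initiates; reads at 0/10 min.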
Apoferritin bind = candidate novel general anesthetic via apoferritin binding. 0.074% of 350,000 active. Potency, µM (highest dose often 77.5 µM), for inactives: at the top dose activity change, negative = displacement, actives largely listed as inhibitors. apoferritin/1-aminoanthracene competitive binding, fluorescence. P02791; also: potency is read from the fitted curve at half-maximal effect; % is scaled to controls: 0 for no effect and ±100 for the full control effect; nearly all actives have a fitted effect of over 20% in size
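Apoferritin-based anesthetic binding model; compound displacement of fluorescent 1-AMA measured as endpoint fluorescence after 10 minutes at room temperature, scaled to free-ligand and complex controls.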
Active calls of the source: *; ? = inconclusive; · = no result given; [ ] = remark or other dose. Unless noted, calls follow the shape of the dose curve; as a rule, active = well fitted curve in the direction sought with a large enough effect; inconclusive = small, poorly fitted or top-dose-only effect, or another doubt; inactive = no such curve, though single readings can be large; an effect the other way counts as inactive or inconclusive. An excerpt; the hit share may differ from the screen's.

mol,BLM helicase inh,POLI inh,Pol eta inh,Glioma ERSR ind,Apoferritin bind,LDHA block,Pol beta inh,APEX1 inh,Pol kappa inh
Cc1cc2ncn(-c3ncnc4sc5c(c34)CCCC5)c2cc1C,-7%,38%,-5%,-1%,-20%,-6,1%,4%,-3%
C=CCOc1cccc(/C=N/NC(=O)C(=O)NCc2ccco2)c1,-2%,17%,-2%,-3%,-13%,-5,1%,2%,-3%
Cc1ccc(C(=O)COc2ccccc2N2C(=O)c3ccccc3C2=O)cc1,4%,79%[activator],-16%,4%,-2%,-12,2%,15%,-6%
Cn1c(CCNC(=O)c2ccco2)nc2cc(NC(=O)c3ccccc3Cl)ccc21,-5%,1%,-10%,8%,-1%,5,3%,6%[12.4 µM],2%
O=C(CCc1ccccc1)NNC(=O)Cc1ccc(Cl)cc1,-1%,14%,-7%,-4%,-4%,-2,15%,-11%,-6%
COc1ccc(C(=O)NCCn2cc(SCC(=O)Nc3ccc(F)cc3)c3ccccc32)cc1,-7%,-10%,-9%,1%,-4%,-3,5%,·,1%
CSc1ccc(/C=N\NC(=O)CC(=O)NC(C)C)cc1,-3%,6%,-12%,-3%,?,-2,44%,0%,6%
COc1cc(C2/C(=C(\O)c3ccc4c(c3)CC(C)O4)C(=O)C(=O)N2Cc2ccco2)ccc1O (centres undefined),4%,10%,-10%,-3%,-5%,-2,1%,2%,-3%
CCC1C(=O)N=C(SCC(=O)Nc2ccc(Br)cn2)NC1=O (centres undefined),-1%,13%,-14%,-3%,-4%,-3,34%,-4%,1%
O=C(CCCl)Nc1ccc(S(=O)(=O)NCc2ccco2)cc1,-6%,?,?,-2%,-1%,-5,?,?,-35%
COc1ccc(CCNC(=O)CN2C(=O)NC(c3ccccc3)(c3ccccc3)C2=O)cc1,·,10%,-17%,-4%,·,-13,·,-10%,-6%
Cc1ccc(NC(=O)Cc2c(C(=O)O)n(C)c3ccccc23)cc1F,1%,102%[activator],-8%,-3%,-4%,-6,12%,27%,-14%
CCC(=O)c1ccc(OCC(=O)OCC(=O)N2CCc3ccccc32)cc1,·,13%,-15%,-3%,·,-3,·,29%,-14%
COn1c(SCC(=O)N(C)C)nc2ccccc2c1=O,1%,17%,-3%,-1%,-6%,-7,10%,16%,1%
O=S(=O)(c1ccc2nc(Nc3ccccc3)ccc2c1)N1CCCCC1,-9%,?,-8%,-5%,-3%,1,14%,-10%,-4%
CC(C)[C@H](NC(=O)N1CCn2c1nc1ccccc12)C(=O)NCC1CCCO1 (some centres undefined),-2%,8%,-5%,-4%,-12%,-10,54%,-2%,-6%
O=C(NNS(=O)(=O)c1ccc(Br)cc1)c1ccncc1,0%,29%,-5%,0%,1%,5,-11%,0%,10%
CCN(C[C@H]1N[C@@](Cc2ccccc2)(C(=O)OC)[C@H]2C(=O)N(C)C(=O)[C@@H]12)C(=O)Nc1ccc(C)cc1,·,-1%,-9%,-3%,·,-3,·,5%,-15%
O=C(CSc1nc2ccccc2c(=O)n1-c1ccc(F)cc1)Nc1ccc(N2CCOCC2)cc1,3%,0%,8%,-3%,-11%,-2,2%,-4%,-11%[60.1 µM]
N#Cc1c(NC(=O)c2cccc(S(=O)(=O)Nc3ccc(C(=O)O)cc3)c2)sc2c1CCCC2,-2%,37%[activator],-21%,-3%,-11%,-5,-11%,-5%,-29%

Part of the list above in a different format:
COn1c(SCC(=O)N(C)C)nc2ccccc2c1=O
  BLM helicase inh: 1%
  POLI inh: 17%
  Pol eta inh: -3%
  Glioma ERSR ind: -1%
  Apoferritin bind: -6%
  LDHA block: -7
  Pol beta inh: 10%
  APEX1 inh: 16%
  Pol kappa inh: 1%

CCC(=O)c1ccc(OCC(=O)OCC(=O)N2CCc3ccccc32)cc1
  BLM helicase inh: ·
  POLI inh: 13%
  Pol eta inh: -15%
  Glioma ERSR ind: -3%
  Apoferritin bind: ·
  LDHA block: -3
  Pol beta inh: ·
  APEX1 inh: 29%
  Pol kappa inh: -14%

Following part.
mol,BLM helicase inh,POLI inh,Pol eta inh,Glioma ERSR ind,Apoferritin bind,LDHA block,Pol beta inh,APEX1 inh,Pol kappa inh
CCCNc1cc(C)c(C#N)c2nc3ccccc3n12,-12%,10%,-12%,-5%,45%[activator],-4,10%,4%,-2%
CSc1nc2c(c(=O)[nH]1)C(c1cccc(F)c1F)CC(=O)N2 (centres undefined),-2%,-9%,-1%,-2%,-4%,2,26%,·,5%
CNC(=O)NNC(=O)c1csc(Cc2c(Cl)sc3ccc(Cl)cc23)n1,0%,-9%,18%,-3%,1%,-7,0%,1%,-14%
O=[N+]([O-])c1ccccc1OCCCn1cnc2ccccc21,-5%,170%[activator],-9%,5%,?,-19,1%,1%,2%
Clc1ncc2[nH]cnc2n1,4%,100%[activator],-16%,0%,-1%,-5,-5%,17%,-7%
CC(=O)Nc1ccc(S(=O)(=O)NCCC(=O)Nc2cc(C)ccn2)cc1,·,27%,-19%,-6%,·,1,·,16%,5%
CCCCNC(=O)NNC(=O)c1cc(C)on1,-2%,176%[activator],-20%,-6%,12%,-10,8%,-5%,-6%
O=C(O)/C=C/C(=O)Nc1ccc(Cl)cc1C(=O)c1ccccc1,-1%,29%,-18%,-7%,-14%,-6,-7%,-3%,-10%
COc1ccc2c(CC(=O)OCC(=O)Nc3ccc(C)cc3)coc2c1,·,?,20µM*,-4%,·,-1,·,-32%,?
Cc1nnc(SCC(=O)Nc2cccc(Br)c2)s1,·,-3%,-12%,-2%,·,-7,·,2%,-13%
CCN(CC)CCCC1(CN)OCCc2ccccc21 (centres undefined),-6%,0%,-9%,?,-5%,3,0%,-1%,6%
O=C(CCl)Nc1cccc2ncccc12,0%,18%,-5%,?,5%,5,28%,0%,0%
Cc1nnc(NC(=O)COc2ccccc2)s1,1%,-13%,6%,2%,-4%,5,2%,6%,0%[60.1 µM]
CC(C)(C)c1ccc(N2C[C@@H](COc3ccc(C(=O)O)cc3)CC2=O)cc1,2%,·,·,6%,-8%,·,·,-1%,19%[60.1 µM]
O=C(c1ccc2c(c1)N(Cc1ccc(F)cc1)CCS2)N1CCOCC1,0%,-4%,-9%,-2%,-2%,0,2%,31%,8%
CCOC(=O)c1c(NC(=O)c2cc(OCC)c(OCC)c(OCC)c2)sc2c1CCCCC2,0%,1%,-16%,1%,-4%,1,-17%,·,1%
COc1ccccc1NS(=O)(=O)c1cc(NC(=O)C(C)C)ccc1N1CCCCC1,-7%,124%[activator],-11%,-5%,-13%,0,8%,-7%,-7%
CCOC(=O)c1ccc(NC(=O)C2CC2)cc1,-17%,-6%,-7%,4%,-10%,-2,3%,0%,-1%
NC(=O)CC(NC(=O)c1ccccc1)c1ccc(N2CCC(Cc3ccccc3)CC2)c([N+](=O)[O-])c1 (centres undefined),-6%,25%,-4%,-3%,?,-7,3%,-10%,-5%
C=CC[C@@H](CC(=O)N[C@H](CO)Cc1ccccc1)C(=O)N[C@@H](COC(=O)[C@@H](CC=C)CC(=O)OC(C)(C)C)Cc1c[nH]c2ccccc12,·,9%,-11%,-3%,·,1,·,23%,6%
CCOc1cc(/C=N/O)ccc1OCc1ccccc1F,-5%,7%,-18%,0%,4%,-5,29%,0%,-16%
Cn1c(O)c(N=Nc2ccc(F)cc2)c2ccccc21,-4%,-15%,-4%,7%,-18%,2,18%,13%,-11%
CC(C)(CNC(=O)c1ccc(S(=O)(=O)Nc2ccc(Cl)cc2)cc1)N1CCOCC1,·,-15%,-4%,-4%,·,-1,·,29%,-13%
CC(C)CN1CCC(=O)NC1=S,·,5%,-11%,-5%,·,-1,·,·,-1%
COc1cccc(NC(=O)Cn2cc(C(=O)c3ccc(F)cc3)c(=O)c3cc(OC)ccc32)c1,-6%,25%,-4%,-3%,-4%,-1,40%,·,6%
O=C(O)CCN(Cc1ccccc1)S(=O)(=O)c1c(Cl)cccc1Cl,2%,111%[activator],8%,1%,-6%,-11,1%,?,1%
Cc1ccc(S(=O)(=O)NCCc2nnc3ccc(SCC(=O)Nc4nc(C)cs4)nn23)cc1,5%,12%,-3%,0%,-11%,-3,6%,-2%,-15%
CC(C)(C)NC(=S)N/N=C/c1cccnc1,-3%,43%[activator],-25%,0%,2%,-4,-15%,3%,-3%
S=c1[nH]nc(COc2ccc(Cl)cc2)n1Cc1ccccc1,-2%,9%,-7%,-4%,-1%,-2,10%,-1%,-20%
Cc1ccc(S(=O)(=O)N2CCC(=O)N(C(COCc3cccc(Cl)c3)C(C)C)CC2)cc1 (centres undefined),-9%,36%[activator],-10%,-4%,3%,0,-2%,-3%,2%
CC1=C(C(=O)Nc2cc(C)ccc2C)C(c2cccs2)NC(=S)N1 (centres undefined),-2%,14%,-20%,-3%,-13%,5,23%,3%,-20%
CC(C)(C)c1cc(CCC(=O)NCc2ccncc2)cc(C(C)(C)C)c1O,-1%,0%,?,-1%,-5%,1,14%,18%,-2%
O=C(N/N=C/C(Cl)=C\c1ccccc1)c1ccco1,-3%,3%,-10%,-2%,2%,1,?,1%,9%
CCOc1ccc(NC(=O)CN(C)C(=O)c2ccccc2OCc2c(C)noc2C)cc1OCC,·,28%,-17%,0%,·,-8,·,-7%,-11%
S=c1nccc(-c2cccs2)[nH]1,-1%,105%[activator],-14%,-2%,-2%,-7,8%,14%,1%
CCOC(=O)C(C(=O)OCC)C(Nc1cccc(Br)c1)c1ccccc1 (centres undefined),-2%,?,-21%,-14%,-23%,-1,-2%,-5%,-14%

Screens as filed in PubChem.
